Screens deposited in PubChem by Broad Institute.
esBAF inh: blocks esBAF chromatin remodeling in mouse ES cells. Bmi1-luciferase knock-in reporter, 24 h; 100% = twice the neutral-well signal. reporter increase, % at 12.5 µM. actives 2% (n = 350,000). AID 602393; in the data active = activation above about 40%;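 note: 0% = median of the plate's neutral control wells and 100% = double that signal; a rise in the Bmi1 reporter signal indicates esBAF inhibition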
C2C12 statin: suppressors of simvastatin-induced myotoxicity in C2C12 myotubes. rescue of ATP level, % at 7.49 µM. actives 0.78% (n = 330,000). AID 602340. ATP luminescence, 48 h; scaled: DMSO 0, geranylgeraniol control 100;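 active = mean ATP rescue above about 67%, or every replicate alone reaching that limit, limit read from the data, passing the limit was not always enough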;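 note: myotubes were challenged with 10 µM simvastatin during compound exposure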
* marks the source's active call; other numbers are inactive results. These rows are one share of the data (hit frequency here may not be typical).

SMILES	esBAF inh	C2C12 statin
Cc1ccc(-c2nc(N)n(C(=O)Cc3ccccc3)n2)cc1	16	14
Cc1ccc(S(=O)(=O)N(CC(=O)N2CCc3ccccc3C2)c2cccc(Cl)c2)cc1	4	-1
NC(=O)COC(=O)c1cc(S(=O)(=O)N2CCOCC2)ccc1N1CCCCC1	-6	5
Cc1nn2c(-c3cccc(NC(=O)CSc4nc5ccccc5o4)c3)nnc2c2ccccc12	0	-21
O=C(OCCNC(=O)c1ccc2ccccc2n1)c1cccnc1	-2	8
CCn1c(Cc2ccccc2)nnc1SCC(=O)Nc1ccc2c(c1)OCO2	-8	30
COc1ccc(NC(=O)CCCNS(=O)(=O)c2cccs2)cc1	0	1
CN1CCN(C(=S)Nc2ccc([N+](=O)[O-])cc2)CC1	0	4
O=C(O)c1cccc(NC(=O)C2C3C=CC(C3)C2C(=O)OCC(F)(F)C(F)F)c1 (centres undefined)	-3	12
Cn1c(=O)c2c(nc(N3CCN(c4ccccc4)CC3)n2CCCc2ccccc2)n(C)c1=O	-2	-4
COc1cccc2cc(C(=O)N3CCc4ccccc4C3)c(=O)oc12	78*	-16
O=C(C1=C[C@H](c2ccc(C(F)(F)F)cc2)C[C@H](OCc2ccc(CO)cc2)O1)N1CCCCCCC1	-3	-1
COc1ccc(CCNC(=O)CSc2nc(N)c3c(C)c(C)oc3n2)cc1OC	2	15
O=c1cc(-c2ccc(Cl)c(Cl)c2)[nH][nH]1	5	7
O=C(CNS(=O)(=O)c1ccccc1)NCc1ccccn1	5	-7
CC1(C)C2CC[C@]3(C)C(CC=C4[C@@H]5C[C@@](C)(CO)[C@@H](O)C[C@]5(C(=O)O)CC[C@]43C)[C@@]2(C)CC[C@@H]1O (some centres undefined)	-3	-7
Clc1ccc(/C=N/c2c(-c3ccc(Cl)cc3)nc3n2CCS3)cc1	4	-4
FC(F)(F)C1=CC(c2ccc(Br)cc2)=NCCN1	12	21
Cc1ccc(Nc2nc(N)nc(CN3CCN(Cc4ccc5c(c4)OCO5)CC3)n2)cc1	-3	0
Cc1nc(CS(=O)c2ccc(Cl)cc2)cc(N2CCOCC2)n1 (centres undefined)	-4	-1
COC(=O)c1c(N)sc(C(=O)N2CCOCC2)c1C	-4	10
CN(C(=O)CSc1ncccc1C(=O)O)c1ccccc1	6	-11
CNC(=O)C1CC(=O)N(Cc2ccc(OC)c(OC)c2)C(=Nc2ccc(OC)cc2)S1 (centres undefined)	0	4
CCN(CC)Cc1c(O)ccc2c(-c3ccccc3)cc(=O)oc12	-8	-13
Cc1scc(C(=O)NNC(=O)CCC(=O)O)c1C	5	2
COC(=O)C1(Cc2ccccc2)NC(c2ccc(F)cc2)C2C(=O)N(C)C(=O)C21 (centres undefined)	-5	6
CCC(C(=O)Nc1ncccn1)(C(F)(F)F)C(F)(F)F	6	16
O=C(CN(c1ccccc1)S(=O)(=O)c1ccccc1)NCCSCc1ccco1	4	16
Cc1cc(C)n(C(=O)CCCCCC(=O)n2nc(C)cc2C)n1	-7	-2
CC(=O)c1cccc(NC(=O)CSc2nnc(-c3ccc(S(=O)(=O)N4CCCC4)cc3)o2)c1	3	-4
O=C(c1c(Cl)nc2sccn12)N1CCN(c2cccc(Cl)c2)CC1	-8	-85
O=C(NCc1cccc(C(F)(F)F)c1)c1cccc2c1C(=O)c1ccc(N3CCC(Cc4ccccc4)CC3)cc1S2(=O)=O	0	0
CN1CCN(/C=C2\SC(=S)NC2=O)CC1	-3	22
COCCNC(=O)CN(C(=O)CCC(=O)Nc1ccccn1)c1ccc(F)c(Cl)c1	3	21
CCN(CC)CCNC(=O)c1ccc(N2CCCCC2)c(NS(=O)(=O)c2ccc(C)cc2)c1	3	-1
CC(C)c1onc(C(=O)N2CCN(c3ccc(F)cc3)CC2)c1[N+](=O)[O-]	-4	-7
COCCN1Cc2cccc(C(=O)NC(C)c3cccs3)c2C1=O (centres undefined)	5	19
CCCN1Cc2cccc(C(=O)NC3CCCC3)c2C1=O	4	-3
COc1cccc(C2CC(C(F)(F)F)n3ncc(C(=O)O)c3N2)c1 (centres undefined)	5	-22
O=C(COc1ccc(Br)cc1)N1CCOCC1	8	4
COc1ccccc1N1C(=O)c2ccccc2NC1c1ccncc1 (centres undefined)	-5	-5
CCN1CCN(CCNC(=O)CCCCCn2c(=O)[nH]c3cc(C(=O)OC)ccc3c2=O)CC1	-3	3
Cc1occc1-c1nnc(SCC(=O)N2CCCc3ccccc32)n1Cc1ccco1	8	-8
CCn1c2ccccc2c2nnc(SCCCn3c(=O)[nH]c4ccccc43)nc21	8	-3
O=C(NC(NC1CCS(=O)(=O)C1)C(=O)c1ccccc1)c1ccc(Cl)cc1 (centres undefined)	-3	18
CC1CN(c2nc3ccccc3nc2C(C#N)C(=O)NCc2ccc3c(c2)OCO3)CC(C)O1 (centres undefined)	-2	2
COc1ccc(NC(=O)C2CC(=O)NC(Nc3cccc(C)c3)=N2)cc1 (centres undefined)	-1	17
Cc1ccc(S(=O)(=O)N(C(=O)c2ccncc2)c2ccc(OC(=O)c3ccncc3)c3ccccc23)c(C)c1	-11	18

Laid out differently: 17 of the compounds above
The line under a structure holds: esBAF inh	C2C12 statin
Cc1cc(C)n(C(=O)CCCCCC(=O)n2nc(C)cc2C)n1
    -7	-2
CC(=O)c1cccc(NC(=O)CSc2nnc(-c3ccc(S(=O)(=O)N4CCCC4)cc3)o2)c1
    3	-4
O=C(c1c(Cl)nc2sccn12)N1CCN(c2cccc(Cl)c2)CC1
    -8	-85
O=C(NCc1cccc(C(F)(F)F)c1)c1cccc2c1C(=O)c1ccc(N3CCC(Cc4ccccc4)CC3)cc1S2(=O)=O
    0	0
CN1CCN(/C=C2\SC(=S)NC2=O)CC1
    -3	22
COCCNC(=O)CN(C(=O)CCC(=O)Nc1ccccn1)c1ccc(F)c(Cl)c1
    3	21
CCN(CC)CCNC(=O)c1ccc(N2CCCCC2)c(NS(=O)(=O)c2ccc(C)cc2)c1
    3	-1
CC(C)c1onc(C(=O)N2CCN(c3ccc(F)cc3)CC2)c1[N+](=O)[O-]
    -4	-7
COCCN1Cc2cccc(C(=O)NC(C)c3cccs3)c2C1=O (centres undefined)
    5	19
CCCN1Cc2cccc(C(=O)NC3CCCC3)c2C1=O
    4	-3
COc1cccc(C2CC(C(F)(F)F)n3ncc(C(=O)O)c3N2)c1 (centres undefined)
    5	-22
O=C(COc1ccc(Br)cc1)N1CCOCC1
    8	4
COc1ccccc1N1C(=O)c2ccccc2NC1c1ccncc1 (centres undefined)
    -5	-5
CCN1CCN(CCNC(=O)CCCCCn2c(=O)[nH]c3cc(C(=O)OC)ccc3c2=O)CC1
    -3	3
Cc1occc1-c1nnc(SCC(=O)N2CCCc3ccccc32)n1Cc1ccco1
    8	-8
CCn1c2ccccc2c2nnc(SCCCn3c(=O)[nH]c4ccccc43)nc21
    8	-3
O=C(NC(NC1CCS(=O)(=O)C1)C(=O)c1ccccc1)c1ccc(Cl)cc1 (centres undefined)
    -3	18

Further results.
SMILES	esBAF inh	C2C12 statin
C=Cn1nc(C)c2ccccc2c1=O	-5	13
Cc1ccc(-c2ccc(/C=N\NC(=O)c3cc4c(ccc5ccccc54)o3)o2)cc1[N+](=O)[O-]	-14	-47
Cc1cc(NS(=O)(=O)c2ccc(NC(=O)c3ccco3)cc2)no1	-3	-3
Cc1oc(C(C)(C)C)cc1C(=O)Nc1cccc(C(=O)O)c1	28	2
COC(=O)CCP(=O)(O)Cc1ccccc1CP(=O)(O)CCC(=O)OC	1	5
CCOC(=O)c1c(C)[nH]c(C(=O)COC(=O)C23CC4CC(CC(Cl)(C4)C2)C3)c1C	-1	-10
Cc1cc(C)c2c(-n3cccc3)c(NC(=O)OC(C)C)sc2n1	2	-10
O=C(CSc1ncnc2nc[nH]c12)N1CCN(c2ccccc2)CC1	1	7
CC(C)N(CCNC(=O)C1CCN(S(=O)(=O)N2CCOCC2)CC1)Cc1ccccc1	-5	10
Cc1cccc(C(=O)CC(=O)c2cc(Cl)ccc2O)c1	64*	-27
COc1ccc(NC(=O)CSc2nnc(Cc3cccn3C)n2CCc2ccccc2)cc1OC	6	4
CCc1cc(=O)[nH]c(SCc2cccc3ccccc23)n1	3	1
N#CCSc1nc(N)c(C#N)c(C2CCCCC2)c1C#N	-2	25
O=C(Nc1ccc(N2CCN(C(=O)c3ccc(Cl)cc3)CC2)cc1)c1ccc(Br)o1	-2	0
CCN(CC)S(=O)(=O)c1ccc2c(c1)nc(SCC(N)=O)n2-c1ccc(OC)cc1	9	31
CCOCCCNC(=O)C1CCCN(S(=O)(=O)CC)C1 (centres undefined)	-7	2
CCOC(=O)/C(=C/C=C1\Sc2ccccc2N1CC)C(C)=O	7	-7
Cc1ccc(-c2noc(-c3cc4ccccc4oc3=O)n2)cc1	21	-3
CCOC(=O)CCP(=O)(O)C(O)(c1ccccc1)c1ccccc1	0	-1
COc1ccc(CCNCc2csc3nc4ccccc4n23)cc1OC	-46	-4
CCCCN(C(=O)c1ccc2c(c1)OCO2)c1c(N)n(CCCC)c(=O)[nH]c1=O	2	-4
CCOC(=O)C1=C(N)Oc2c(oc(CO)cc2=O)C1c1ccc(F)cc1 (centres undefined)	-7	6
Cc1ccc2cc(C#N)c(SCC(=O)NCc3ccco3)nc2c1	18	-33
CCOC(=O)c1c(C)nc2ccc(C)cn12	-5	2
O=C(OCCOCCN=C1NS(=O)(=O)c2ccccc21)c1ccncc1	0	9
CCOc1ccccc1-n1c(SCC(=O)N2CCCC2)nnc1-c1ccoc1C	0	-1
CCOc1ccc(-c2cc(C)n3nc(C(N)=O)cc3n2)cc1	-4	-19
COc1ccc(NC(=O)CSc2nnc(-c3ccccn3)n2Cc2ccco2)cc1OC	-3	10
CCCn1c(SCC(=O)Nc2nc(C)c(C(=O)OC)s2)nnc1C(C)C	-6	2
CCCSc1nc(NCc2ccco2)c2c3c(sc2n1)COC(C)(CC)C3 (centres undefined)	4	-1
C1CN(c2nc3nonc3n3nnnc23)CCO1	-4	3
COc1ccc(S(N)(=O)=O)cc1C(=O)NCCCN1CCN(c2ccc(C)cc2)CC1	-4	1
Cc1ccccc1NS(=O)(=O)c1ccc(NC(=O)c2ccco2)cc1	1	7
Cc1ccc(C)n1NC(=O)c1cccs1	-8	-8
Cc1nnc(NC2=NCCCCC2)o1	3	19
Nn1c(SCC(=O)Nc2ccc(F)cc2F)nnc1C1CCCCC1	25	6
CC(Oc1ccc2c(-c3ccccc3)cc(=O)oc2c1)C(=O)O (centres undefined)	2	15
COc1ccc(-c2cc(C(=O)NCc3cccnc3)no2)cc1OC	10	4
COc1cc(C(=O)Nc2ccc(N(C)C)cc2)cc(OC)c1OC	71*	15
O=C(Nc1nnc(COc2ccc(F)cc2)s1)c1cccs1	6	-7
O=C(C1CCCN(Cc2ccncc2)C1)N1CCc2ccccc2C1 (centres undefined)	0	0
Cc1ccc(C)n1-c1ccc(-c2nnc3n2CCCCC3)s1	4	-3
CSc1nc(-c2ccco2)cc(-c2ccccc2)c1C#N	4	0
O=C1C(Cl)=C(NCCCO)C(=O)c2ccccc21	-4	5
Cc1ccc(C(=O)/C=C/Nc2cccc(O)c2)cc1	-60	2
Cc1ccc2nsnc2c1S(=O)(=O)N(Cc1cc2cccc(C)c2[nH]c1=O)CC1CCCO1 (centres undefined)	3	15
C=CCNc1oc(-c2ccc(-c3ccccc3)cc2)nc1C#N	4	8
Cc1cc(C)cc(C(O)c2ncc(-c3ccc(F)cc3)[nH]2)c1 (centres undefined)	2	5
CC(=O)N1CCN(c2ccc(Oc3ccc([N+](=O)[O-])c(C(F)(F)F)c3)cc2)CC1	-22	-24
O=C(CSCCc1ccccn1)Nc1cccnc1Cl	4	11
CCOc1nc(-c2ccccc2)ccc1-c1noc(-c2cccs2)n1	0	-9
Cc1ccc(S(=O)(=O)NCc2ccc(C(=O)N(C)CCC#N)cc2)cc1	0	-5
Cc1cc(C)c2[nH]c(=O)c(CN(CC3CCCO3)C(=O)C3CCCO3)cc2c1 (centres undefined)	6	-13
Cc1ccc(C)c(N(Cc2ccccc2F)S(C)(=O)=O)c1	-3	9
Cc1[nH]c2ccccc2c1C(=O)CN1CCC2(CC1)OCCO2	-10	-1
COCCNC(=O)/C(C#N)=C/c1ccc(-c2ccc(OC)cc2[N+](=O)[O-])o1	0	0
COc1ccc(NC(=O)NCc2ccccn2)cc1	4	110*
Cc1nn2c(N)c(C#N)cnc2c1-c1ccc(Cl)cc1	11	-3
COc1ccc(OCC(O)Cn2c(=N)n(Cc3ccccc3)c3ccccc32)cc1 (centres undefined)	-27	-33
CCOC(=O)c1c(=O)n(O)c2ccc(OC)cc2[n+]1[O-]	-1	1
Next part.
SMILES	esBAF inh	C2C12 statin
CC(=O)c1cccc(NS(=O)(=O)c2c(C)n[nH]c2C)c1	-5	4
CCc1ccc(NC(=O)C(=O)NCCN2CCN(C(=O)c3ccco3)CC2)cc1	-5	15
COC(=O)Cn1ncn2cccc2c1=O	-3	8
Cc1cc(NCc2ccccc2)nc2ccccc12	3	-23
CCOC(=O)c1cc(C#N)c(N2CCCC2)nc1-c1ccccc1	1	5
O=C(Cn1cccc1C(=O)c1ccccc1)NCc1ccc2c(c1)OCO2	5	12
CS(=O)(=O)N(Cc1ccc(F)cc1)Cc1nc2ccccc2c(=O)[nH]1	-9	99*
O=C(CN1C(=O)CCSc2ccccc21)Nc1ccc(F)cc1	2	32
COc1ccccc1N1CCN(CCCNC(=O)Nc2ccccc2)CC1	-3	-13
Cc1ccc(N(CC(O)CN(C)C)S(=O)(=O)c2ccccc2)cc1 (centres undefined)	-7	17
O=C(CCCOc1ccccc1)N1CCN(c2ccccn2)CC1	-13	11
COC(=O)c1cc(C(=O)OC)cc(S(=O)(=O)Nc2ccc(Cl)c(N)c2)c1	-6	-5
O=C(CSc1ncccc1C(=O)O)NCc1ccc(F)cc1	-10	-3
CC(=O)Nc1cccc(-c2cnc(N)c(C(=O)c3cccnc3)n2)c1	-16	28
Cc1cccc(NC(=O)c2cc3n(n2)C(C(F)(F)F)CC(C2CC2)N3)c1C (centres undefined)	3	6
O=C(NCCS(=O)CCNC(=O)C(F)(F)F)C(F)(F)F	1	27
C/C(=N\Nc1cc(Cl)nc(C)n1)c1ccc(C)cc1	0	-50
